Compound activity from PubChem BioAssay.
M1AAP inhibition – malaria alanyl aminopeptidase activity blockers – biochemical, fluorogenic H-Leu-NHMec substrate, 1536-well (AID 1445); recombinant M1AAP, H-Leu-NHMec fluorogenic kinetic assay; higher % means a stronger effect; one-dose inhibition, % at 30 µM; IC50 in µM for titrated hits; 220,000 compounds, 0.42% hits;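 active = primary inhibition above the hit cutoff, then over 50% inhibition at one or more dose response concentrations, cut at about 23% in these data, passing the limit was not always enough; inconclusive = conflicting primary data, or primary hits not chosen for dose response; inactive = low primary inhibition, or under 50% at every dose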;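 note: plate controls were DMSO full reaction for no effect and no enzyme background for full effect; strong numbers were not always called active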
Yfh1-off respiration – enhancers of respiration in Yfh1-depleted yeast, dose response, Friedreich's ataxia, plus single-dose screen (AID 1465); S. cerevisiae Yfh1-off respiration, WST-1 reduction, 72 h; higher fold induction means a stronger effect; one-dose fold induction at 50 µM; EC50 in µM for titrated hits; 220,000 compounds, 0.074% hits;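 active = fold induction of absorbance versus untreated yeast above a set limit, then at least 30% activation at any dose in follow-up; inconclusive = repeats straddling the limit, or above it without dose testing; inactive = fold induction below the set limit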;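 note: activators that raise dye reduction in frataxin-depleted yeast; strong numbers were not always called active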
LYP phosphatase – PTPN22 lymphoid phosphatase activity blockers – biochemical, fluorescence intensity, uHTS (AID 1779); recombinant LYP phosphatase, fluorescence intensity; higher % means a stronger effect; inhibition, % at 11.5 µM, or IC50 in µM where a hit was titrated; 290,000 compounds, 0.054% hits;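 note: plate controls were vehicle with enzyme for no effect and no enzyme for full effect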
WT yeast gro inh – growth inhibition of WT yeast, mitochondrial fusion screen | AID 1362 | 190,000 compounds, 2.1% hits | mitochondrial fusion phenotypic screen, WT strain | inhibition, % at 10 µM; in the data active = inhibition above about 58%; tested in S. cerevisiae
PMI inhibition – MPI inhibition at elevated mannose 6-phosphate – biochemical, fluorescence intensity, high mannose 6-phosphate, primary screen (AID 1220) | recombinant PMI enzyme, coupled fluorescence intensity; higher % means a stronger effect | inhibition, % at 20 µM, or IC50 in µM where a hit was titrated | 190,000 compounds, 0.66% hits
XIAP displacement – XIAP antagonists, biochemical, IAP family, fluorescence polarization (AID 1018) | displacement, % at 20 µM; hits with a dose series show IC50 in µM | XIAP BIR domain, fluorescence polarization peptide displacement; higher % means a stronger effect | 200,000 compounds, 0.007% hits; in the data active = displacement above about 50%; note: a part of the inactive calls stands beside numbers as strong as those of hits
PMI inhibitors – MPI enzyme activity inhibition – biochemical, fluorescence intensity, coupled assay, primary screen (AID 1209); purified PMI enzyme, coupled fluorescence intensity; higher % means a stronger effect; inhibition, % at 20 µM, or IC50 in µM where a hit was titrated; 190,000 compounds, 0.42% hits;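 note: plate controls were DMSO vehicle for no effect and wells lacking substrate for full effect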
P. falciparum M17LAP – P. falciparum M17LAP inhibitors, primary screen, biochemical, fluorogenic H-Leu-NHMec substrate, 1536-well (AID 1619); 220,000 compounds, 0.38% hits; recombinant M17LAP, H-Leu-NHMec fluorogenic kinetic assay; higher % means a stronger effect; inhibition, % at 30 µM; hits with a dose series show IC50 in µM;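 active = compound inhibiting the enzyme by more than half at any dose during confirmatory dose-response retesting; inconclusive = strong single-dose inhibitors picked by rank but not retested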;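 note: plate controls were full reaction with DMSO carrier for no effect and no enzyme background for full effect; strong numbers were not always called active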
TNAP activation fold – human TNAP enzyme activators, primary screen, biochemical, luminescent, no phosphate acceptor, uHTS (AID 1001); purified TNAP, luminescent activation assay, no phosphate acceptor; higher activation fold means a stronger effect; 200,000 compounds, 0.03% hits; one-dose activation fold at 20 µM; EC50 in µM for titrated hits; in the data active = activation fold from about 3, or a potency from the dose series; inactive = the rest, 99 in 100 with activation fold below about 1.6; note: many of its hits are not listed in these tables
WT yeast gro inh mutant strain – recorded beside WT yeast gro inh, whose call it bears; inhibition, %; mitochondrial fusion phenotypic screen, mutant strain inhibition
Numbers without * were called inactive; i = inactive; ? = inconclusive; . = not tested or not shown. Cut-off read from the data, not from the text of the source, unless noted: active = inhibition above about 50%; inactive = the rest.

1	COc1ccc(C(=O)N2CCN(S(=O)(=O)c3cc(Cl)ccc3OC)CC2)cc1
2	C=CCN1C(=O)C2C3CC(=O)C(c4ccccc43)C2C1=O (stereo not given)
3	CC(=O)c1c(C)oc2ccc(NS(=O)(=O)c3ccc(O)c(C(=O)O)c3)cc12
4	CC1CCN(CC(O)COc2cccc(F)c2)CC1 (stereo not given)
5	O=C(CN1C(=O)COCC1=O)N1CCOCC1
6	COc1ccccc1C(=O)Nc1ccc(N2CCN(C(C)=O)CC2)cc1
7	O=c1[nH]c(CN2CCN(c3ncccn3)CC2)nc2c(Br)cc(Br)cc12
8	COc1cccc2c1OCC(C(=O)NCc1ccc(Cl)cc1Cl)=C2
9	COC(=O)c1ccccc1NC(=O)CSc1n[nH]c(-c2cccnc2)n1
10	CCOc1ccccc1C1C2CCCCC2(O)CCN1C(=O)c1cccs1 (stereo not given)
Assay by compound	1	2	3	4	5	6	7	8	9	10
M1AAP inhibition	1%	-4%	?	0%	9%	5%	2%	1%	9%	8%
Yfh1-off respiration	i	i	i	i	i	i	i	i	i	i
LYP phosphatase	0%	-9%	-3%	-2%	-11%	-8%	-1%	6%	-8%	-5%
WT yeast gro inh	16	7	28	10	-3	-16	.	20	-7	-7
WT yeast gro inh mutant strain	26	1	-4	0	4	0	.	6	-10	-20
PMI inhibition	3%	-11%	10%	3%	13%	-3%	.	20%	-6%	-2%
XIAP displacement	-3.3%	-5.0%	-5.0%	-4.7%	-3.3%	-2.4%	.	-2.4%	-1.6%	-15%
PMI inhibitors	5%	-13%	14%	1%	21%	-3%	.	22%	0%	2%
P. falciparum M17LAP	-1%	-3%	9.8µM*	-7%	12%	-1%	2%	4%	16%	-12%
TNAP activation fold	1.1	1	1	1.2	1.1	1	.	0.9	0.3	1.1

11	CCCCNC(=S)N(C)/N=C/c1ccc(F)cc1
12	CC(=O)Nc1ccc(S(=O)(=O)NNC2=NS(=O)(=O)c3ccccc32)cc1
13	Cc1cc(C(=O)N/N=C/c2ccncc2)c(C)o1
14	CC(=O)c1cc(OC(=O)c2ccncc2)ccc1OC(=O)c1ccncc1
15	Cc1noc(C)c1COC(=O)COc1ccc(-c2ccccc2)cc1
16	C=CCn1c(C(C)NC(=O)c2ccc(C)cc2)n[nH]c1=S (stereo not given)
17	S=C(NC1CCCC1)N1CCN(c2ccc(Cl)cc2)CC1
18	O=C(Cn1cccc1C(=O)c1ccccc1)NCc1cccc(Cl)c1
19	C=CCn1c(-c2cccnc2)n[nH]c1=S
20	CCc1ccc(/C=C(/C#N)C(N)=S)s1
Assay by compound	11	12	13	14	15	16	17	18	19	20
M1AAP inhibition	4%	5%	6%	6%	2%	-3%	2%	8%	-2%	0%
Yfh1-off respiration	i	i	i	i	i	i	i	i	i	i
LYP phosphatase	-4%	-6%	-2%	0%	2%	1%	-2%	-2%	-7%	8%
WT yeast gro inh	44	5	.	19	.	-11	41	-6	-5	9
WT yeast gro inh mutant strain	57	8	.	15	.	-8	52	-15	12	-1
PMI inhibition	6%	-2%	.	2%	.	-1%	11%	15%	-6%	-8%
XIAP displacement	-13%	-1.8%	.	-3.5%	.	-3.9%	-9.2%	-2.9%	-0.9%	-4.7%
PMI inhibitors	19%	-2%	.	7%	.	-9%	14%	9%	8%	-9%
P. falciparum M17LAP	8%	26%	3%	0%	-1%	20%	-4%	3%	16%	2%
TNAP activation fold	1.1	1	.	1.1	.	1	1.1	1.1	1	1.2

21	COc1cccc(NC(=O)Cc2c(O)c3ccccc3[nH]c2=O)c1
22	Cc1ccc(Cl)c(OCCCN(C)Cc2ccccc2)c1
23	Cc1nc(N)nc2c1CCCC2
24	CN1C(=O)CC(Nc2cccc3cccc(N)c23)C1=O (stereo not given)
25	CN(C(=O)c1cccnc1)c1nnc(-c2cnccn2)s1
26	Nc1cc(-c2ccc(Cl)cc2)nn1S(=O)(=O)c1ccccc1
27	COCCn1c(CN(Cc2ccccc2)Cc2ccccc2)nc2c1c(=O)n(C)c(=O)n2C
28	COc1cc2nc(CSc3nc(-c4ccc(F)cc4)cs3)[nH]c(=O)c2cc1OC
29	O=c1c2ccccc2nnn1CSc1nc2ccccc2c(=O)n1CCCO
30	CCN(CC)C(=O)CSc1nc(N)c(C(=O)Nc2ccc(OC)cc2)s1
Assay by compound	21	22	23	24	25	26	27	28	29	30
M1AAP inhibition	2%	0%	0%	15%	4%	16%	10%	3%	6%	18%
Yfh1-off respiration	i	i	i	i	i	i	i	i	i	i
LYP phosphatase	-3%	-3%	-6%	-3%	-2%	-5%	-4%	12%	-7%	-8%
WT yeast gro inh	-18	.	-22	2	-1	-10	13	-4	-2	-9
WT yeast gro inh mutant strain	-8	.	7	-8	-9	12	-1	-11	-16	-14
PMI inhibition	0%	.	-1%	50%	5%	-10%	6%	1%	7%	-3%
XIAP displacement	-2.2%	.	-0.8%	-8.4%	-0.9%	-5.0%	-5.4%	-3.6%	-9.0%	-4.7%
PMI inhibitors	-3%	.	-3%	44%	-2%	1%	10%	15%	10%	2%
P. falciparum M17LAP	13%	6%	1%	12%	5%	2%	0%	11%	2%	16%
TNAP activation fold	1.1	.	1.2	1.1	1.1	0.9	1.1	1.1	1	1

31	CCC(C)[C@H](NC(=O)NC1CC1)C(=O)O (stereo not given in full)
32	COc1cccc(NC(=O)CC2SC(=Nc3ccccc3)NC2=O)c1 (stereo not given)
33	CCc1ccc(OCCOCC(O)CN2CCN(Cc3ccc(Cl)cc3)CC2)cc1 (stereo not given)
34	COc1cccc(CN2CCNC(=O)C2CC(=O)NCCn2nc(C)cc2C)c1OC (stereo not given)
35	CCc1cc(-c2n[nH]c(=S)n2-c2ccccc2C)cs1
36	O=[N+]([O-])c1ccc(Sc2cccc3cccnc23)cc1
37	COc1ccc(OC)c(CCNC(=O)CSc2ccsc2[N+](=O)[O-])c1
38	CN(C)c1ccc(NC(=O)COC(=O)c2cc(=O)c3ccccc3o2)cc1
39	CC(=O)c1c(C)[nH]c(C(=O)N2CCN(c3ccc(F)cc3)CC2)c1C
40	Cc1cccc(C)c1NC(=O)C(NC=O)c1ccccc1 (stereo not given)
Assay by compound	31	32	33	34	35	36	37	38	39	40
M1AAP inhibition	6%	0%	4%	11%	2%	3%	4%	3%	-2%	-2%
Yfh1-off respiration	i	.	i	i	.	i	i	i	i	i
LYP phosphatase	-8%	-4%	-4%	1%	-2%	-7%	-1%	-9%	-9%	-6%
WT yeast gro inh	-3	-12	56	.	60*	27	-13	-7	-3	-11
WT yeast gro inh mutant strain	-9	-3	60	.	10*	23	1	-3	1	7
PMI inhibition	-13%	6%	-15%	.	-1%	1%	1%	-4%	-7%	13%
XIAP displacement	-5.0%	-0.9%	-2.3%	.	-5.8%	-4.3%	-1.4%	-1.4%	-3.9%	-11%
PMI inhibitors	-8%	11%	-15%	.	5%	-1%	0%	-8%	-4%	10%
P. falciparum M17LAP	4%	7%	-8%	10%	-1%	10%	4%	-4%	7%	-4%
TNAP activation fold	1.1	0.9	1	.	1.1	1.2	1.1	1.1	1.2	1

Printed as active in P. falciparum M17LAP, of those listed so far:
| entry | Molecule | M1AAP inhibition | LYP phosphatase | WT yeast gro inh mutant strain | PMI inhibition | XIAP displacement | PMI inhibitors | P. falciparum M17LAP | TNAP activation fold |
| --- | --- | --- | --- | --- | --- | --- | --- | --- | --- |
| 3 | CC(=O)c1c(C)oc2ccc(NS(=O)(=O)c3ccc(O)c(C(=O)O)c3)cc12 | ? | -3% | -4 | 10% | -5.0% | 14% | 9.8µM* | 1 |

Next section
41	CC(=O)N1CCN(Cc2nc3cc(NC(=O)c4ccccc4C)ccc3n2C)CC1
42	CN(C)CCNC(=O)C12CC3(C)CC(C)(CC(C)(C3)C1)C2
43	CC1=Nc2cc(C(=O)NCC3CCCO3)ccc2Sc2ccc(Br)cc21 (stereo not given)
44	Cn1nnnc1SCC(=O)Nc1nc2ccccc2s1
45	COc1ccc(N(CC(=O)N2CCc3ccccc3C2)S(=O)(=O)c2c(C)nn(C)c2C)cc1
46	CSCCC(NC(N)=O)C(=O)NCc1ccccc1Cl (stereo not given)
47	Nc1ccccc1S(=O)(=O)NC1=NCCCCC1
48	COc1ccc(C2NC(c3ccc(OC)cc3)C(c3ccccc3)C(=O)C2c2ccccc2)cc1 (stereo not given)
49	O=[N+]([O-])c1ccc2c(c1)oc1ccccc12
50	C/C=C(\C)C(=O)N[C@@H](C)CN1C2=NC[C@H](C(C)C)N2C[C@H]1Cc1ccc(OC)cc1
Assay by compound	41	42	43	44	45	46	47	48	49	50
M1AAP inhibition	3%	-4%	3%	10%	4%	1%	4%	6%	-4%	1%
Yfh1-off respiration	i	i	i	i	i	i	i	i	i	i
LYP phosphatase	5%	-6%	-2%	-3%	0%	-1%	-7%	0%	0%	-7%
WT yeast gro inh	-11	-19	.	-9	10	-10	-2	5	-14	.
WT yeast gro inh mutant strain	0	7	.	-4	13	-9	-6	-5	7	.
PMI inhibition	2%	0%	.	-5%	17%	-6%	-2%	7%	6%	.
XIAP displacement	-2.1%	-3.5%	.	-0.9%	-3.0%	-10%	0.5%	-4.9%	-0.8%	.
PMI inhibitors	-2%	2%	.	7%	3%	-2%	9%	17%	4%	.
P. falciparum M17LAP	1%	-2%	-3%	3%	11%	-1%	2%	13%	-3%	5%
TNAP activation fold	1	1.1	.	1.1	1.1	1.1	1.1	1.2	1.1	.

51	COCCn1c(SCC(=O)Nc2ccccc2)nc2c1c(=O)[nH]c(=O)n2C
52	COc1ccc(CNC(=O)c2cc(C3CC3)on2)cc1
53	COc1ccc(N=Cc2c(O)c3ccccc3oc2=O)cc1
54	Cc1ccc(S(=O)(=O)/N=C/c2cc(Br)ccc2O)cc1
55	COc1ccc(C)cc1NC(=O)CSc1nc(SC)ns1
56	Cc1ccc(-c2nc(NC(=O)c3nn(C)cc3[N+](=O)[O-])sc2C)cc1C
57	O=C(CSc1nnc2n1CCCN2)c1ccc(Cl)cc1
Assay by compound	51	52	53	54	55	56	57
M1AAP inhibition	3%	3%	2%	2%	9%	4%	0%
Yfh1-off respiration	i	i	i	i	i	.	i
LYP phosphatase	-7%	-10%	-2%	-6%	1%	2%	-5%
WT yeast gro inh	14	-5	-6	-26	-11	2	-2
WT yeast gro inh mutant strain	8	-6	1	0	9	0	20
PMI inhibition	9%	10%	1%	-1%	4%	8%	-7%
XIAP displacement	-5.9%	-7.8%	-10%	-4.1%	-2.1%	-2.3%	-3.8%
PMI inhibitors	6%	11%	3%	-8%	1%	7%	-8%
P. falciparum M17LAP	0%	2%	12%	3%	-1%	-1%	-1%
TNAP activation fold	1.1	1.1	1	1.1	1.1	1.1	1

Structures from the list above that contain a COOH group, in the order listed:
3	CC(=O)c1c(C)oc2ccc(NS(=O)(=O)c3ccc(O)c(C(=O)O)c3)cc12
31	CCC(C)[C@H](NC(=O)NC1CC1)C(=O)O (stereo not given in full)
Assay by compound	3	31
M1AAP inhibition	?	6%
Yfh1-off respiration	i	i
LYP phosphatase	-3%	-8%
WT yeast gro inh	28	-3
WT yeast gro inh mutant strain	-4	-9
PMI inhibition	10%	-13%
XIAP displacement	-5.0%	-5.0%
PMI inhibitors	14%	-8%
P. falciparum M17LAP	9.8µM*	4%
TNAP activation fold	1	1.1
